# Screening results (PubChem)
# Diaphorase act – counter-screen for diaphorase-based assays: diaphorase activators and chemical reducers | Diaphorase/resazurin coupled assay, resorufin fluorescence, 16 min; hits give high values; 1 = vehicle wells, 0 = NADH-free wells | AID 1229 | 190,000 tested, 0.005% active | activation factor at 20 µM;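 active means diaphorase activity raised at least twofold by the compound at 20 µM; inactive means activation factor below 2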
#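 Assay system: Purified diaphorase enzyme from Clostridium kluyveri | Amount: Enzyme 0.07 U/mL final | Dosing: Compound 20 µM once, DMSO 1% | Timing: 16 min reaction at room temperature | Detection: Fluorescence, excitation 544 nm and emission 590 nm | Evaluation: Higher resorufin formation from activation or reduction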
# L major viab – Leishmania major promastigote growth inhibition. inhibition, % at 10 µM. Leishmania major promastigotes, resazurin fluorescence viability. 200,000 tested, 9% active;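 further: promastigotes grown with compound for 44 hours at 28 °C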
# DTT redox prof – compounds producing H2O2 with reducing agent – biochemical, NIH compound library profiling, artefact control for MLSCN library redox annotation, primary screen. DTT-dependent redox cycling H2O2, phenol red/HRP absorbance; 100% = 100 µM peroxide control, 0% = buffer. activation, % at 10 µM. 200,000 tested, 0.03% active;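 active means activation of at least 50% relative to the plate's high and low controls in the primary single-dose screen; inactive means activation below 50%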;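 further: compound incubated with DTT at 0.8 mM final as the reducing agent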
# TLR4-MyD88 BLA – inhibitors of human TLR4-MyD88 binding; HeLa CL3-4 TLR4/MyD88 BLA complementation, FRET ratio; inhibition, % at 8.4 µM; 200,000 tested, 0.18% active; AID 861; in the data active means inhibition above about 25%;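 further: 0% = vehicle and 100% = reference inhibitor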
# Hsp70 act – Hsp70 transcriptional activation, primary screen. HeLa Hsp70 promoter luciferase reporter, luminescence; scaled: vehicle 0, proteasome-inhibitor control 100%. activation, % at 10 µM. 200,000 tested, 0.04% active. AID 1203;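 active means activation above the mean across all tested compounds plus 3 SD, cutoff set per campaign, cut at about 5.5% in these data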;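 further: 100% = MG132 at 30 µM as the positive control and 0% = DMSO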
# G6PDH CS – L. mesenteroides G6PDH inhibition counter-screen. inhibition, % at 5 µM. 200,000 tested, 0.12% active. AID 1020. Purified L. mesenteroides G6PDH, diaphorase/resazurin coupled fluorescence, 45 min
# RAM network inh – inhibitors of the yeast RAM network. AID 868. S. cerevisiae dse1pr::URA3 reporter, 5-FOA growth OD615, 2 d; analog-sensitive cbk1-as2 kinase mutant strain. inhibition, % at 50 µM. 190,000 tested, 1.8% active;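 active means inhibition above a set limit, 3 SD over mean compound inhibition, cut at about 8.4% in these data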;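 further: 0% = DMSO-only wells with no growth and 100% = 10 µM 1-NA-PP1 full growth; inhibition rescues growth on 5-FOA so higher OD means more RAM inhibition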
# Diaph inh CS – counter-screen for diaphorase-based assays: diaphorase inhibitors and chemical oxidizers; inhibition, % at 20 µM; 190,000 tested, 0.69% active; diaphorase resazurin-to-resorufin fluorescence, NADH, 16 min; bacterial (C. kluyveri) enzyme, not human; AID 1217;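 active means primary screen inhibition at 20 µM above a set limit, cut at about 50% in these data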;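 further: plate controls were DMSO with full reaction for no effect and wells lacking NADH for full effect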
#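 Test system: diaphorase enzyme from Clostridium kluyveri; amount: diaphorase at 0.14 U/mL in enzyme working solution; detection: fluorescence of resorufin formed from resazurin, Ex 544/Em 590 nm; times: reaction incubation of 16 min at room temperature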
# PMI act hi M6P – increases human PMI activity with near-saturating mannose 6-phosphate; coupled PMI enzyme assay, resazurin fluorescence, 20 min; hits give high values; 1 = untreated enzyme, 0 = substrate-free blank; P34949; 190,000 tested, 0.34% active; activation factor at 20 µM; AID 1216;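 active means activation factor of 2 or more at 20 µM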
# Target sequence (P34949 whole entry, looked up): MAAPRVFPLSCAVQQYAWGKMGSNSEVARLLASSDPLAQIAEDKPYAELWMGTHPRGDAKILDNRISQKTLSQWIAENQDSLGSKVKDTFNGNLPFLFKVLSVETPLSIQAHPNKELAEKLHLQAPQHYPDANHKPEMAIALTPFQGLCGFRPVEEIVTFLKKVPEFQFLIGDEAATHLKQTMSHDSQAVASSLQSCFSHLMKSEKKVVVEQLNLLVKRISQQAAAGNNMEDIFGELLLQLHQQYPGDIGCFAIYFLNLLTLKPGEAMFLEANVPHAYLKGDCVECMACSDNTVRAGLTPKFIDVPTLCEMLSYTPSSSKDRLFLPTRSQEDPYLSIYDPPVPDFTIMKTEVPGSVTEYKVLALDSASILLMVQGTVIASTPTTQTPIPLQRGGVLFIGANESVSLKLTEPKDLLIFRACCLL
#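 Material: human phosphomannose isomerase with PGI, G6PDH, diaphorase coupling enzymes / Reagent: Man-6-P substrate 1.0 mM / Dosing: single compound dose of 20 µM, 1% DMSO final / Incubation: enzyme reaction with compound 20 min at room temperature / Signal: resorufin fluorescence (Ex 544/Em 590 nm) from resazurin via diaphorase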
# PMI act – increases human mannose-6-phosphate isomerase activity | P34949 | purified human PMI, coupled resazurin fluorescence, 20 min; hits give high values; 1 = vehicle control, 0 substrate-free wells | activation factor at 20 µM | 190,000 tested, 0.005% active | AID 1214;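 active means activation factor of 2 or more at 20 µM, relative to plate controls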
# S1P3 antagonist – S1P3 (human) receptor antagonism. AID 485. inhibition, % at 4.98 µM. 170,000 tested, 0.27% active. CHO S1P3 NFAT-BLA reporter, FRET fluorescence, antagonist mode;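 active means inhibition above the plate cutoff, the mean inhibition of test wells on that plate plus 3 SD, cut at about 28% in these data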;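 further: cells challenged with S1P at its EC80 of 0.8 µM; blue over green emission ratio from cleaved BLA substrate after 4 h stimulation; 0% = S1P-stimulated wells and 100% = unstimulated DMSO-only wells; some compounds past the cut are filed as inactive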
# Target sequence (Q99500 whole entry, looked up): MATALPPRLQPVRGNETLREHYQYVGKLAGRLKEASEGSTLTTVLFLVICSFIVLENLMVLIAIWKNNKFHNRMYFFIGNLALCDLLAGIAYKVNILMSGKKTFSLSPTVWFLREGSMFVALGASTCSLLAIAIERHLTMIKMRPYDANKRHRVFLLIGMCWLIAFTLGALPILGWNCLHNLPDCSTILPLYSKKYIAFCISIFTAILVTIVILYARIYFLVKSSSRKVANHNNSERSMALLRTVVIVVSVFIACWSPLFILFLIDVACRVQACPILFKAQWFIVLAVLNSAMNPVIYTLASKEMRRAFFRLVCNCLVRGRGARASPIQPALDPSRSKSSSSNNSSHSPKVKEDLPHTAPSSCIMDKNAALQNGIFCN
# Active calls of the source: *; . = no result given; & = joins results of further samples. Unless noted, no stated cut-off is given here; in the data, active means inhibition above about 50%; inactive means the rest.
SMILES,Diaphorase act,L major viab,DTT redox prof,TLR4-MyD88 BLA,Hsp70 act,G6PDH CS,RAM network inh,Diaph inh CS,PMI act hi M6P,PMI act,S1P3 antagonist
CC1CC(C)CN(C(=O)c2ccc3c(c2)N(Cc2ccccc2)CCS3)C1 (stereo unspecified),0.7,37,-1.1,-10,-0.2,1,4.5,25,1,1,.
COC1(OC)N=C(N)C2(C#N)C(c3ccccc3)NC(C)=CC12C#N (stereo unspecified),1,-7,2.4,-3,-0.4,11,1.4,1,1,1,.
COc1ccc(OC)c(N/C(C)=C/C(=O)c2ccc(C)o2)c1,0.8,16,1.9,0,0.1,-19,0.2,16,0.9,0.9,11
C=C(C)c1cccc(C(C)(C)NC(=O)NCc2ccc(OC)c(OC)c2)c1,1.1,-3,-4.4,-4,0.0,4,-0.8,-8,1.1,1,.
COc1ccc(-c2nc(CS(=O)CC(=O)NCCCN3CC(C)CC(C)C3)c(C)o2)cc1OC (stereo unspecified),1.1,6,-5.1,9,-0.3,7,0.8,-10,1.1,1.1,7
Cc1ccc(N2CN=C(c3ccccc3)NC2=S)cc1,1,0,-0.1,11,0.0,2,-0.7,-4,1.1,1.1,.
C=CCn1c(COc2ccccc2-c2ccccc2)nnc1SCC(=O)NC(=O)NCc1ccco1,1,-3,0.0,-11,-0.3,7,2.0,4,1,0.9,.
Cc1ccc(N2C(S)=C(C#N)C(=O)NC2c2ccco2)cc1 (stereo unspecified),0.8,-6,-0.1,-6,-0.3,1,0.0,18,1,1,-24
COc1ccc(-c2nc3ccccc3c(=O)n2CCOc2cccc(C)c2C)cc1,1,29,2.6,2,-0.4,6,16*,2,0.9,0.9,-27
COc1ccc(C(=O)Nc2ccc(N3CCN(C(=O)c4ccccc4)CC3)cc2)cc1[N+](=O)[O-],1,14,-0.1,11,0.0,-5,1.4,4,1,1,1
CC(C)CC(=O)Nc1ccc2ccccc2c1,0.8,-7,0.6,8,0.2,5,0.4,17,1,1,-7&2
Cc1cc(C)n(C(C)n2nc(C)cc2C)n1,0.9,-1,2.1,-14,-0.2,-1,0.9,10,0.9,0.9,-19
CC1CCN(c2nc3ccccc3n2CC(=O)c2ccccc2)CC1,0.9,37,-1.0,-4,-0.4,2,0.0,8,1,1,-8
CN=C(Nc1cc(Cl)ccc1Cl)SC1CC(=O)N(c2ccc(C(=O)OC)cc2)C1=O (stereo unspecified),0.7,34,-1.2,-5,-0.4,-43,3.6,33,0.8,0.8,.
O=C(Nc1cccc(C(=O)O)c1)/C(=C\c1ccccc1)NC(=O)c1ccccc1,1,1,3.8,-10,-0.2,7,6.1,0,1.1,1.3,-34
Cc1ccc(C)c(NC(=O)c2oc(=O)c3ccccc3c2-c2ccccc2)c1,0.8,35,0.4,-8,-0.3,-3,6.9,17,0.9,1,-15
COC(=O)c1ccc(-c2ccco2)n1Cc1ccccc1Cl,0.9,0,0.3,9,-0.2,6,0.0,13,1,1,.
N#Cc1nc(-c2ccc(OCc3ccccc3)cc2)oc1NCc1cccnc1,0.8,-5,0.0,13,0.3,11,7.1,15,0.9,1,-34
COc1ccc(C(=O)Nc2cc(C(F)(F)F)ccc2Cl)cc1OC,0.8,-2,3.5,4,-0.2,6,0.5,16,0.9,0.9,.
Cc1cc2c(ncn2C)c(NS(=O)(=O)c2ccccc2Cl)c1C,0.8,-1,1.4,1,0.0,23,2.1,20,0.8,0.8,.
CC1CCCCC1NCc1cccc([N+](=O)[O-])c1 (stereo unspecified),0.9,83*,-0.5,-1,0.2,7,0.1,12,1,1,-5
N#Cc1ccc(C(=O)Nc2ccc(S(=O)(=O)NC3=NCCCCC3)cc2)cc1,0.9,-4,0.5,4,-0.2,2,0.1,12,1,0.9,.
CC(=O)Nc1cccc2c1[n+]([O-])c(C)c(C)[n+]2[O-],0.8,.,.,.,.,8,.,17,0.9,0.8,-16
CCN=C1SC(CC(=O)Nc2ccccc2OCC)C(=O)N1CC (stereo unspecified),0.8,-1,2.2,-1,-0.1,-9,0.0,24,0.8,0.9,2
c1ccc2nc3c(nc2c1)c1ccccc1n3CCN1CCOCC1,0.8,39,-0.4,-9,0.1,-20,0.3,16,1.6,1.3,-16
COCCNC(=O)C(=O)NNC(=O)CCc1ccccc1,0.9,-8,-0.2,-3,-0.3,24,2.4,10,1,1,-20
CCOC(=O)c1cc(C)n(-c2ccc(OC)c(OC)c2)c1C,0.7,-6,-0.5,0,-0.1,3,-0.4,28,0.9,0.9,.
CC(C)CNS(=O)(=O)c1ccc(CCC(=O)N2CCCC2)cc1,1,0,1.2,-9,0.1,7,0.0,-2,1,1,7
Fc1ccccc1CN1CCCCCCC1,0.8,2,0.3,0,-0.1,14,2.2,16,1,0.9,.
Cc1nnc(SCC(=O)Nc2ccc(N3CCOCC3)cc2)n1-c1ccccc1,1,-4,-3.0,-14,-0.2,-2,0.3,4,1.1,1.1,.
Cc1cccc(CSc2nnc(-c3ccco3)n2C)c1,0.8,1,16,3,0.3,6,-0.4,16,0.9,1,4
CN1CC(=O)NC1=NC(=O)c1ccc(Cl)c(S(=O)(=O)N2CCCCCC2)c1,0.8,30,0.5,-1,-0.2,4,1.6,17,1,0.9,-23
CC(CC(=O)N1CCN(c2ccc(C(F)(F)F)cn2)CC1)n1ccnc1 (stereo unspecified),1,11,-1.3,-6,-0.2,5,4.6,3,1.1,1.1,36*
Cc1ccc(-n2nnc3c(=O)n(CC(=O)N4CCOCC4)cnc32)cc1,0.9,-7,0.1,-4,0.2,-10,1.7,12,0.9,0.9,-33
CCOC(=O)C1=C(c2ccccc2)OC(N)=C(C#N)C1c1ccco1 (stereo unspecified),0.8,-7,2.8,-5,0.2,4,1.7,24,1.1,1.1,-1
Cn1c(=O)c2c(nc(SCc3ccccn3)n2C)n(C)c1=O,1,.,.,.,.,0,.,-2,1,1,-5
COC(=O)N/N=C/c1cn(CC(C)COc2ccccc2)c2ccccc12 (stereo unspecified),0.7,15,-0.5,-3,-0.3,-5,-0.1,28,0.8,0.9,19
CCOc1ccc(N2C(=O)C(CC(=O)Nc3ccc(F)cc3)N(Cc3ccccn3)C2=S)cc1 (stereo unspecified),0.8,68*,0.1,2,-0.4,-4,1.1,21,0.9,0.9,2
O=c1cc(O)c(-c2cccc(C(F)(F)F)c2)c(Cl)[nH]1,0.9,16,-1.2,10,-0.2,7,1.1,12,0.9,1.1,-15
CCOc1ccc(C(=O)NC(=S)NCc2cccnc2)cc1,0.8,0,-0.4,-2,-0.3,5,-0.4,16,1,1,-11
CNS(=O)(=O)c1cc2c3c(cccc3c1)C(=O)NC2=O,0.8,3,-0.3,-19,-0.2,2,0.5,19,0.9,1,8
CCC(C)NC(=O)C1CCN(c2nc(OC)nc(OC)n2)CC1 (stereo unspecified),1,-3,1.0,3,0.0,11,0.0,3,1.1,1.1,.
CCOC(=O)C1CCN(C(=O)Cc2ccc(C)cc2)CC1,0.9,-5,0.1,-6,-0.6,3,0.3,9,1,1,.
O=C(NC(=S)Nc1ccccc1C(F)(F)F)c1ccccc1F,0.8,-1,-0.5,1,0.0,6,1.0,23,0.9,0.8,-8
CC(C)CN(C(=O)COC(=O)CCN1C(=O)c2ccccc2C1=O)C1CCS(=O)(=O)C1 (stereo unspecified),1,-8,0.2,6,-0.5,15,0.3,4,1,1,0
COC(=O)c1ccc(N)nc1,0.9,-5,-1.1,8,-0.4,5,-0.6,7,1,1,-13
Cc1[nH]c2ccc(OC(=O)N3CCOCC3)cc2c1C(=O)OC(C)C,0.8,8,-0.5,-2,0.2,3,0.9,21,0.9,0.9,.
CC1(C)Cc2noc(N)c2C(C)(C)N1OC(=O)c1cccs1,0.9,0,1.9,-1,0.1,-5,0.0,14,0.9,1,-49
O=C(C1CCC(CNc2c(N3CCCCC3)c(=O)c2=O)CC1)N1CCCCC1 (stereo unspecified),0.9,-5,-1.0,.,.,1,0.0,14,0.9,1,-20
COc1nc(NCc2ccco2)nc(N2CCC(C)CC2)n1,0.9,8,2.1,9,-0.3,3,-1.8,7,1,1.1,6
O=S1(=O)N=C(Nc2nncs2)c2ccccc21,0.9,-8,-0.5,7,-0.4,5,1.6,12,1,0.8,.
COc1ccc(-c2nnc(N3CCC(C)CC3)c3ccccc23)cc1,0.9,-6,1.2,-6,-0.1,-5,0.7,11,0.9,0.9,.
O=C(CC1(c2ccc(Cl)cc2)C2CC3CC(C2)CC1C3)NCCO (stereo unspecified),0.9,-1,1.1,9,0.8,2,2.0,8,1,1,-9
Cc1ccc(C(=O)N/C(=C\c2ccc(-c3cccc([N+](=O)[O-])c3)o2)C(=O)NC(C)(C)C)cc1,0.9,11,0.2,-5,-0.2,-19,7.9,8,0.9,0.9,-7
Cc1cc(C(=O)c2cccs2)c(N)s1,0.8,-1,1.6,-7,-0.3,2,-2.2,15,0.9,0.9,2
Cn1c(CN2CCN(c3cccc(Cl)c3)CC2)nc2ccccc21,0.8,68*,5.0,8,-0.4,13,3.1,16,1,1.1,.
CCOC(=O)C1CCN(C(=O)c2cn(CCOC)c(=O)c3c2c2ccccc2n3C)CC1,0.9,-8,2.1,-2,-0.6,4,0.5,11,0.9,0.9,12
C/C(=N\NC(=O)OC(C)(C)C)c1ccc(-n2ccnc2)cc1,1.1,-7,7.8,5,-0.2,2,0.6,-12,1.2,1.2,-11
Cc1ccc(C(=O)C2=C(O)C(=O)N(c3ncccn3)C2c2cccc(Cl)c2)o1 (stereo unspecified),1,.,.,.,.,1,.,2,1.4,1.3,.
COC(=O)[C@@H]1CCCN1C(=O)CCc1nnc(CCC2CCCCC2)o1,1,-2,-0.3,2,0.0,6,2.5,4,1,0.9,-8

# RAM network inh: entries above that show a hit.
structure | DTT redox prof | TLR4-MyD88 BLA | Hsp70 act | RAM network inh | PMI act hi M6P | PMI act | S1P3 antagonist
COc1ccc(-c2nc3ccccc3c(=O)n2CCOc2cccc(C)c2C)cc1 | 2.6 | 2 | -0.4 | 16* | 0.9 | 0.9 | -27
